Assay outcomes as filed in PubChem.
mABHD4 FP: inhibits mouse alpha/beta hydrolase domain 4; actives 0.54% (n = 370,000); purified mABHD4, FP-Rh probe fluorescence polarization; inhibition, % at 8.92 µM; Q8VD66;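 active = inhibition exceeding the mean over every tested compound plus 3 SD, cut at about 30% in these data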;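 also: 0% = plate median of compound wells and 100% = S159A mutant with DMSO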
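Test system: mouse ABHD4 enzyme, wild type. Reagent: FP-Rh fluorescent activity-based probe, added after compound pre-incubation. Timing: pre-incubation 45 min, probe exposure 60 min, at 25 °C. Technique: FP readout, ex 525 nm / em 598 nm. Benchmarks: high control S159A mutant with DMSO, low control median of compound wells.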
TCR-CD3 inh: inhibitors of human TCR-CD3 interaction; actives 0.37% (n = 360,000); TAMRA-labeled TCR probe fluorescence, biochemical; inhibition, % at 9.4 µM; in the data active = inhibition above about 19%;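 also: recombinant mutant TCR 2C K166C tagged with TAMRA read by polarization; 0% = receptor in buffer alone and 100% = receptor with positive control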
PG9 binder: PG9 antibody binding by small molecule; TR-FRET gp120-PG9 antibody binding; inhibition, % at 6.7 µM; actives 0.43% (n = 360,000); in the data active = inhibition above about 8.5%
PRMT1 inh: inhibitors of human PRMT1; actives 1.3% (n = 370,000); Q99873; inhibition, % at 2.79 µM; recombinant PRMT1, activity-based probe fluorescence polarization;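 active = inhibition above about 21% made by adding two undisclosed values, limit read from the data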
LEDGF integ inh: blocks HIV-1 LEDGF/p75-dependent DNA integration; TR-FRET IN-LEDGF/p75 DNA integration, Eu/Cy5; AID 743269; actives 0.64% (n = 370,000); inhibition, % at 3.7 µM;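 active = inhibition above the screen-wide mean plus 3 SD, cut at about 13% in these data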;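 also: signal is the Cy5 over europium emission ratio at 671 and 618 nm; 0% = plate median of compound wells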
NR1D1 modulator: Rev-erb alpha (human) modulation | Rev-erbα–FITC-DNA binding, fluorescence polarization, 90 min | actives 0.79% (n = 370,000) | P20393 | AID 1259318 | activity, % at 10 µM;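 active = activity above about 14%, limit read from the data; passing the limit was not always enough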;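 also: 0% = DMSO wells with 35 nM protein and 100% = DMSO wells with 750 nM protein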
HTRA1 inhibitor: HTRA1 (human) protease inhibition; Q92743; recombinant HTRA1, FP-rhodamine activity-based probe, fluorescence polarization; inhibition, % at 5.96 µM; actives 0.5% (n = 340,000); in the data active = inhibition above about 36%;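 also: 0% = enzyme with DMSO and 100% = wells lacking enzyme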
TDP2 inh: blocks human TDP2 phosphodiesterase activity; O95551; recombinant TDP2, T5PNP hydrolysis, p-nitrophenol absorbance 415 nm; inhibition, % at 12.8 µM; actives 0.34% (n = 370,000);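 active = inhibition above the mean of all tested compounds plus 3 SD, set per campaign, cut at about 25% in these data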;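 also: 0% = DMSO with enzyme and 100% = buffer with substrate but no TDP2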
Target sequence (O95551 whole entry, looked up): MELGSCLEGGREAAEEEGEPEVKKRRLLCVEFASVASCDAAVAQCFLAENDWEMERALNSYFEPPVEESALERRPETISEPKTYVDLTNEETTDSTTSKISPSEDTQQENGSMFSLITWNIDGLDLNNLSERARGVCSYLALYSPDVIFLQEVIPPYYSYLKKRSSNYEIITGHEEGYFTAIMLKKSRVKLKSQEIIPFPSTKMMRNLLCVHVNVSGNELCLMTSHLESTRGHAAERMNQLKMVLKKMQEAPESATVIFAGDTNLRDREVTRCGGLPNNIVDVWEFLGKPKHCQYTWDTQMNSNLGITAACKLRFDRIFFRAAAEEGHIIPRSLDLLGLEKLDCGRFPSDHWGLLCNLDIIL
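Assay system: recombinant human TDP2 / Reagent: T5PNP substrate at 5 mM, a TopII-DNA adduct mimic / Measured by: epi absorbance from released p-nitrophenol / Evaluation: % inhibition relative to enzyme-containing and enzyme-free wells / Control set: enzyme-free and DMSO wells / Replicates: each compound tested once, singlicate / Schedule: enzyme reaction with compound for 2 h at 37 °C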
rCAG binder: molecules binding r(CAG) RNA repeats. r(CAG) RNA repeat, TO-PRO-1 dye displacement fluorescence. inhibition, % at 3 µM. actives 1.3% (n = 370,000);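 active = inhibition above the plate cutoff, the mean of all test compounds on that plate plus 3 SD, cut at about 35% in these data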;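 also: 0% = DMSO alone and 100% = 100 µM mitoxantrone as full dye displacement; higher means more dye released from RNA so lower well fluorescence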
SIAE primary: inhibitors of human sialic acid acetylesterase SIAE. Q9HAT2. SIAE FP-Rh probe binding, fluorescence polarization. inhibition, % at 9.66 µM. actives 0.69% (n = 370,000). AID 1053197;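 active = inhibition above a cutoff: mean of compounds within the control limits plus 3 SD of those, cut at about 17% in these data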;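 also: 0% = plate median of compound wells and 100% = probe without SIAE protein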
Target sequence (Q9HAT2 whole entry, looked up): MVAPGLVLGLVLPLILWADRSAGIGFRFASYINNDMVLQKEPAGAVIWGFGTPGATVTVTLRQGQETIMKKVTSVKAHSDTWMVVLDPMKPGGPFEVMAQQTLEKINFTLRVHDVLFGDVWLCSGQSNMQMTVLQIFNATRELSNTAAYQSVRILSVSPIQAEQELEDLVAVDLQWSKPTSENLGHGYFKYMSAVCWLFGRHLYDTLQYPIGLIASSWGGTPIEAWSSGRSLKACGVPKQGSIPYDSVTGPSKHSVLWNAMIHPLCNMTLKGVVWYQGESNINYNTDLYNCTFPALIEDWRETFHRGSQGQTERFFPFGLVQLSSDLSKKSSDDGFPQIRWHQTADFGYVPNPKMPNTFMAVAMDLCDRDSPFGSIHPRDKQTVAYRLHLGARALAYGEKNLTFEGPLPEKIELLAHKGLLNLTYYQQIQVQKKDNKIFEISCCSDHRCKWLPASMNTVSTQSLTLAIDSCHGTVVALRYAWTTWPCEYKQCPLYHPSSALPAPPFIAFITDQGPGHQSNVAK
The depositor's hits bear a star; . = no result given.

Each structure is followed by: rCAG binder | PG9 binder | TDP2 inh | TCR-CD3 inh | LEDGF integ inh | PRMT1 inh | SIAE primary | mABHD4 FP | NR1D1 modulator | HTRA1 inhibitor
- CC(C)NC(=O)c1ccc(-c2ccc(F)c(F)c2)c2ccoc12
 : -1 | -2.7 | -5 | 0 | 0 | -1 | -6 | 0 | 4 | .
- Cc1c(Cl)cccc1-n1c(SCC(=O)N(C)Cc2ccccc2)nnc1-c1ccncc1
 : -10 | -0.9 | -7 | -3 | -4 | -2 | -4 | -5 | 5 | -6
- O=C(CCC(=O)Nc1nnc(C2CCCCC2)s1)NCc1ccccc1
 : -2 | -1.7 | -2 | 6 | 3 | 0 | 0 | -2 | 2 | -3
- O=C(COC(=O)CNC(=O)c1ccccc1)Nc1cccc(Br)c1
 : -1 | 1.7 | -3 | 0 | 1 | 2 | -2 | 6 | 3 | -7
- CC(=O)Nc1ccc(NC(=O)C(C)Sc2nc3nc(C)cc(C)n3n2)cc1 (configuration not stated)
 : -1 | -0.9 | 10 | 4 | 3 | 2 | 3 | 8 | 3 | 1
- CCOC(=O)CCCCC(=O)c1[nH]c(=O)[nH]c1CSc1nc(C)cc(=O)[nH]1
 : -2 | 0.5 | -11 | 3 | 35* | 1 | 2 | -1 | 1 | 7
- CCCS(=O)(=O)NC(=O)C1(C)CCN(C(=O)CSc2ccccc2)C1 (configuration not stated)
 : 1 | 1.4 | -8 | -5 | -1 | 3 | 20* | 5 | -9 | .
- Cc1ccc(Nc2cc(C(=O)NCCCN3CCOCC3)c3ccccc3n2)c(C)c1
 : -3 | -2.7 | -9 | 2 | 1 | 3 | 0 | -2 | 8 | 3
- COc1ccc(/C(O)=C2/C(=O)C(=O)N(CCCN(C)C)C2c2cccc(Cl)c2)cc1OC (configuration not stated)
 : -3 | 47* | -9 | -4 | -2 | -1 | -1 | 7 | -3 | 1
- O=S(=O)(/C=C/c1ccccc1)c1ccccc1
 : -2 | 2.3 | -8 | 3 | -1 | -7 | -5 | 5 | -4 | -6
- CC(C)CC(=O)c1c[nH]c(C(=O)NCc2ccccc2)c1
 : -6 | -0.2 | 2 | 5 | 3 | -1 | 0 | -4 | -1 | -2
- Cc1nn(CC(=O)N2CCCc3ccccc32)c(C)c1[N+](=O)[O-]
 : 0 | 1.1 | 14 | -1 | 4 | -1 | -5 | -4 | 1 | 4
- CC(C)(C)NC(=O)NC(=O)COC(=O)c1ccc(OC(F)F)cc1
 : -4 | 1.2 | 1 | 6 | 0 | -1 | -2 | 0 | 0 | 35
- Cc1ccc(C)c(S(=O)(=O)N2CCN(C(=O)Cc3ccc(S(=O)(=O)N4CCOCC4)s3)CC2)c1
 : 1 | 2.0 | 17 | -10 | 0 | 1 | 3 | 6 | 2 | 0
- COc1ccc(-c2nc(CS(=O)(=O)CC(=O)Nc3ccc(Cl)cc3)c(C)o2)cc1
 : 3 | -1.0 | 0 | 0 | -2 | 0 | -4 | -6 | 5 | -18
- Cc1cc(C)c2nc(N(CCCN(C)C)C(=O)c3ccc4c(c3)CCCC4)sc2c1
 : 5 | -1.0 | -12 | 2 | -6 | 1 | 7 | 24 | 6 | .
- O=C(Nc1ccncc1)c1cc(S(=O)(=O)N2CCOCC2)ccc1Cl
 : 2 | 0.6 | -4 | -1 | 0 | 0 | 6 | 0 | -1 | -1
- CC(=O)Nc1ccc(SCC(=O)NC(=O)c2ccc(S(=O)(=O)N(C)C)cc2)cc1
 : 8 | 1.5 | -7 | 1 | -1 | 50* | 14 | 0 | 5 | 3
- CCOC(=O)/C(=N\Nc1ccccc1)S(=O)(=O)c1ccccc1
 : -2 | -0.8 | 4 | 5 | 0 | -1 | 4 | -2 | 1 | -10
- Cc1cc(C)nc(Sc2ncnc3sc4c(c23)CCC4)n1
 : 1 | 1.1 | -25 | -3 | 5 | 7 | 7 | -3 | 3 | 3
- COc1ccc(CCNC(=O)c2cc(-c3ccccn3)nc3c(Cl)cccc23)cc1OC
 : -1 | -1.3 | -1 | 7 | -5 | -1 | 0 | -2 | 13 | 7
- Cc1ccsc1C1C(C#N)=C(N)OC2=C1C(=O)CC(C)(C)C2 (configuration not stated)
 : -3 | 0.3 | 4 | 2 | -6 | -1 | 3 | 0 | 5 | -1
- CCCC1CCC2(CC1)CCC2OC(=S)Nc1ccccc1OC (configuration not stated)
 : . | . | 2 | . | -3 | 7 | -7 | -4 | 8 | .
- C/C=C/c1cccc(-c2nc(C(=O)NC3CCC3)cc3c2[C@H](CCO)N(S(=O)C(C)(C)C)C3)c1 (some centres not stated)
 : 11 | -1.0 | -8 | -1 | 3 | 3 | 1 | -1 | -1 | .
- CCOc1cc(NC(=S)NCCc2ccccc2)c(OCC)cc1NC(C)=O
 : -8 | -1.0 | 9 | 3 | 4 | -2 | 5 | 1 | -2 | -4
- COC(=O)c1cc2c(ccn2-c2ccc(F)cc2)n1Cc1ccc(OC)cc1
 : 2 | -1.7 | -3 | 3 | 1 | 1 | 6 | -20 | 6 | -13
- O=C(NO)c1ccc(OC(F)F)cc1
 : 4 | -3.5 | -16 | -6 | -1 | 2 | 12 | 14 | 4 | 0
- O=C(Nc1ccc2c(c1)OCO2)c1cc(-c2cccc(O)c2)on1
 : 14 | -0.6 | -16 | -2 | 5 | -2 | 9 | 3 | 10 | -3
- COc1ccc(C(=O)CSc2nnc3n2CCCN3C(=O)Nc2ccccc2)cc1
 : 1 | -2.3 | -4 | -6 | 1 | -3 | -7 | 1 | -1 | .
- COC(=O)C1CCN(C(=O)COc2ccc(N(C)S(=O)(=O)c3ccc(C)cc3)cc2)CC1
 : 1 | 0.1 | 6 | 1 | 1 | -2 | 4 | 7 | 2 | -2
- CCN(CC)C(=O)Cc1cc(C(=O)O)c2ccccc2n1
 : 0 | -0.5 | 12 | 6 | -3 | 0 | 2 | -4 | -3 | 1
- C/C(Cn1cnc([N+](=O)[O-])n1)=N\NC(=O)c1cccnc1
 : 4 | 0.2 | -8 | 0 | 1 | -2 | -1 | 9 | 0 | 1
- CC(=O)Nc1ccc(NC(=O)CC23CC4CC(CC(C4)C2)C3)cc1
 : 1 | -1.5 | -13 | 2 | 8 | -4 | -4 | -9 | 0 | -1
- CC1=C(C(=O)N2CCOCC2)CC(CC(=O)NC2CCCCC2)C(=O)N1CCCN1CCCC1=O (configuration not stated)
 : 4 | 2.1 | -1 | 1 | -1 | -5 | -2 | 3 | 0 | 2
- CCCCCCCCN1C(=O)[C@@H](CC(=O)NCc2cccs2)C[C@@]2(C(=O)OC)C1=C[C@H](COCc1ccccc1)O[C@@H]2C
 : 5 | . | -7 | . | -1 | 2 | -2 | -9 | 8 | .
- c1ccc(-c2ccncn2)cc1
 : 1 | -0.4 | 1 | 12 | 0 | 1 | -5 | -4 | 2 | 3
- C=CCNCCCCOc1cccc(Br)c1
 : 3 | -1.1 | -11 | -4 | 0 | 9 | -6 | 5 | -4 | 3
- O=C(N/N=C/c1cccnc1)c1cc(-c2ccc(Cl)cc2)nc2ccccc12
 : 4 | -0.5 | -13 | -12 | 1 | 4 | -45 | -21 | 0 | -36
- CCc1nc2ccccc2c(=O)n1/N=C/c1ccc(Cl)cc1
 : -3 | -2.6 | 6 | -2 | 0 | 1 | 4 | -2 | 12 | 3
- COc1ccccc1CC(=O)NNS(=O)(=O)c1ccc([N+](=O)[O-])cc1
 : 3 | 0.1 | 4 | -2 | 3 | 0 | 0 | 0 | . | 3
- CC1(NC(=O)/C=C/c2nc3ccccc3s2)CCS(=O)(=O)C1 (configuration not stated)
 : 21 | -1.6 | 1 | 3 | 4 | 2 | 3 | 0 | -26 | 11
- O=C(NCC(c1ccco1)N1CCN(c2ccccc2F)CC1)c1cccs1 (configuration not stated)
 : -3 | -2.8 | -10 | -7 | 0 | 0 | 1 | -9 | -1 | -3
- CN(Cc1ccc(F)cc1)C(=O)COc1ccccc1-c1ccccc1
 : -5 | -1.3 | -6 | 3 | 3 | -6 | -5 | -15 | 2 | -9
- Cc1ccc(C(=O)Cn2nnc3ccccc32)cc1
 : -2 | 1.3 | -9 | 3 | -3 | 1 | 4 | 5 | 4 | -7
- COc1ccccc1CNC(=O)c1ccc(S(=O)(=O)N2CCCC2)cc1
 : -1 | -3.1 | -7 | 6 | 2 | -2 | 4 | -1 | 0 | -1
- COc1ccc([C@@H](C)NC(=O)CCc2nnc(-c3cc(C)on3)o2)cc1
 : -3 | -1.3 | 8 | 1 | -5 | -2 | 0 | 7 | -1 | -1
- CN(C)C(CNC(=O)c1ccc2c(c1)S(=O)(=O)c1ccccc1C2=O)c1ccco1 (configuration not stated)
 : -2 | -0.3 | 1 | 1 | -1 | -1 | 3 | 4 | -4 | 10
- COc1ccc(-n2nc(C(=O)NCC(=O)N3CCCC(C)C3)c3ccccc3c2=O)cc1Cl (configuration not stated)
 : 12 | -0.7 | -16 | 4 | -1 | 4 | -5 | 1 | -1 | -15
- CC1CC(C)CN(C(=O)COC(=O)Cc2c[nH]c3ccccc23)C1 (configuration not stated)
 : -7 | -1.3 | 8 | 2 | 0 | -1 | 2 | 7 | 5 | 1
- Cc1ccccc1Cn1cnc2ccccc21
 : -3 | -1.4 | 14 | 2 | 0 | 0 | -7 | -1 | 1 | -4
- Oc1ccccc1C=NNC(=S)Nc1ccc(F)cc1
 : 10 | -1.8 | -7 | 12 | -1 | -6 | 6 | 9 | 2 | 45*
- CC(C)C[C@@H](CN1CCC[C@@H]1CN1C(=O)C(=O)NC[C@@H]1Cc1ccccc1)N1C[C@H](Cc2ccc(O)cc2)N(CC2CCCCCC2)C(=O)C1=O
 : 8 | -1.3 | -3 | 3 | -4 | 0 | 1 | -4 | -7 | -4
- CCC(=O)Nc1ncc2c(n1)CC(c1ccco1)CC2=O (configuration not stated)
 : 4 | -0.4 | -11 | 9 | 18* | 41* | 5 | 2 | -6 | 21
- CCCCS(=O)(=O)Nc1ccc(C)cn1
 : 0 | 1.5 | 1 | -1 | 1 | 5 | -2 | 4 | 6 | 9
- COc1ccc(/C=C/c2cc[n+](C(=O)Cc3ccccc3)cc2)cc1
 : 11 | 0.7 | 11 | -2 | 0 | 0 | 1 | 2 | 2 | 15
- CS(=O)(=O)N(CC(=O)N1CCCCCC1)c1ccc(Cl)cc1
 : -3 | 0.7 | 6 | 4 | 7 | -2 | 9 | -2 | 8 | 4
- Cc1cccc(CN2CCN(C(=O)CN(C)C(C)C(=O)Nc3ccc(C(N)=O)cc3)CC2)c1 (configuration not stated)
 : -1 | -0.6 | 8 | 5 | 1 | 0 | 4 | 16 | -1 | -3
- O=c1[nH]c(CN2CCOCC2)nc2ccccc12
 : -2 | 1.1 | 1 | -8 | -2 | 6 | 0 | -3 | -5 | -3

The list is partial; the hit share may differ from the screen's.
